Screens (PubChem BioAssay)
VLA-4 inh: inhibition in a human VLA-4 binding assay; P13612; VLA-4 expressing cells, ligand binding flow cytometry; inhibition, % (about 7 µM as worked out from the volumes in the protocol); hit rate 0.2% among 330,000; AID 2557; in the data active = inhibition above about 50%
GRK2 aptamer HTS: human GRK2 inhibition via aptamer displacement; bead flow cytometry, FAM-aptamer displacement from GRK2; inhibition of aptamer binding, % at 10 µM; hit rate 0.59% among 330,000; AID 488847;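 active = inhibition of aptamer binding above 40%, roughly 3 SD of noise, on plates passing a quality check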;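 note: median bead fluorescence of bound FAM aptamer so fluorescent compounds give negative values; no value below 0 was filed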
BCLXL inh: Bcl-xL (human) inhibition; hit rate 0.7% among 320,000; GST-Bcl-xL / FITC-Bim BH3 peptide fluorescence polarization; inhibition, % at 10.9 µM; AID 2129;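 active = inhibition above the mean of all tested compounds plus 3 SD, cutoff set per campaign, cut at about 30% in these data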;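 note: 0% = DMSO wells and 100% = unlabeled Bim-BH3 peptide competitor; inhibitors lower millipolarization by displacing the labeled peptide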
Target sequence (Q07817 whole entry, looked up): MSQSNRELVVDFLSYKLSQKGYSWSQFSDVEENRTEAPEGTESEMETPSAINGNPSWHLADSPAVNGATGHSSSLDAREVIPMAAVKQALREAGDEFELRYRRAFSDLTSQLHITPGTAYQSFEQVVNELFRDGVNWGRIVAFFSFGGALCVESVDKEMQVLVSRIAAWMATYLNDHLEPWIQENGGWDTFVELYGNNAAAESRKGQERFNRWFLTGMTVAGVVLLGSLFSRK
MCL1 BIM primary: MCL1-BIM-BH3 interaction inhibition (human) | hit rate 0.68% among 320,000 | Q07820 | inhibition, % at 10.9 µM | GST-MCL1 / FITC-Bim-BH3 fluorescence polarization;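 active = inhibition above the mean inhibition of all tested compounds plus 3 SD, set per campaign, cut at about 40% in these data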;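 note: 0% = DMSO wells and 100% = unlabeled Bim-BH3 peptide control; higher means more loss of mP so more displacement of Bim peptide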
GLD-1 TGE inh: GLD-1-TGE RNA interaction inhibition (C. elegans); purified GLD-1 + fluorescein TGE RNA, fluorescence polarization; inhibition, % at 5.96 µM; hit rate 0.44% among 320,000; AID 2280;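 active = percent inhibition above a per-plate cutoff, the plate mean of test compounds plus 3 SD, cut at about 30% in these data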;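 note: 0% = DMSO wells with GLD-1 and probe and 100% = wells lacking GLD-1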
Efflux pump inh: antifungal efflux pump inhibition, Nile Red retention; S. cerevisiae Candida pump triplex; inhibition, % at 10 µM; hit rate 0.44% among 330,000; AID 485275;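 active = plate passing quality check with inhibition over a set limit, or well fluorescence over plate mean plus 4 SD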;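 note: Nile Red retained in pooled yeast measured as flow cytometry median fluorescence; 0% = buffer negative control and 100% = Enniatin B positive control; higher means more Nile Red kept so more efflux inhibition; some compounds called inactive have numbers as strong as hits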
Fam108B counter: Fam108B inhibition, counter-screen for RBBP9 inhibitors. hit rate 0.33% among 300,000. recombinant Fam108B, FP-Rh probe fluorescence polarization. inhibition, % at 9.51 µM;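 active = inhibition above the screen mean inhibition plus 3 SD, computed separately per campaign, cut at about 18% in these data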;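 note: inhibitors lower polarization as less probe binds the enzyme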
MEX-5 binding: C. elegans MEX-5 TCR-2 RNA binding activity; Q9XUB2; MEX-5/FITC-TCR2 RNA binding, fluorescence polarization; active compounds read low; activity score (negative = inhibition of binding), % at 10 µM; hit rate 0.38% among 300,000;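 active = inhibition past about -25% in most replicates, and total fluorescence under double the plate's negative control median, limit read from the data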;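 note: 0% = DMSO and -100% = 5 µM competing unlabeled TCR2 RNA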
Target sequence (Q9XUB2 whole entry, looked up): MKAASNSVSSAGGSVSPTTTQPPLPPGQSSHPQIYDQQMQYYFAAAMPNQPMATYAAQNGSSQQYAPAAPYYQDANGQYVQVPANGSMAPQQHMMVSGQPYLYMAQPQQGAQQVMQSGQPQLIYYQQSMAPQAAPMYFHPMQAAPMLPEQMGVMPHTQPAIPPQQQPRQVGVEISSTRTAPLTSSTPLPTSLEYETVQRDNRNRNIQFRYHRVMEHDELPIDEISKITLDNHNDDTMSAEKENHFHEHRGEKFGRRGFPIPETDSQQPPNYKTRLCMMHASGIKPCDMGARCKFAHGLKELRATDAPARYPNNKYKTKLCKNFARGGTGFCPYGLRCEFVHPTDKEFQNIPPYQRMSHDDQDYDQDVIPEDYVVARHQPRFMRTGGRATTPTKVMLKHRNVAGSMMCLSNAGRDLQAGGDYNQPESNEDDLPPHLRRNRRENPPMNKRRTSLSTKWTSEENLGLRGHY
PME-1 inh: blocks human protein phosphatase methylesterase 1 | hit rate 0.53% among 320,000 | inhibition, % at 5.9 µM | recombinant PME-1, FP-Rh probe fluorescence polarization | AID 2130 | Q9Y570;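 active = inhibition above the campaign mean of all compounds plus 3 SD, cut at about 26% in these data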;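 note: competitive labeling of PME-1 active site by serine hydrolase directed probe; 0% = PME-1 with DMSO and 100% = wells lacking PME-1 enzyme; inhibitors block probe labeling so polarization falls and inhibition rises; many of its hits are not listed in these tables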
Target sequence (Q9Y570 whole entry, looked up): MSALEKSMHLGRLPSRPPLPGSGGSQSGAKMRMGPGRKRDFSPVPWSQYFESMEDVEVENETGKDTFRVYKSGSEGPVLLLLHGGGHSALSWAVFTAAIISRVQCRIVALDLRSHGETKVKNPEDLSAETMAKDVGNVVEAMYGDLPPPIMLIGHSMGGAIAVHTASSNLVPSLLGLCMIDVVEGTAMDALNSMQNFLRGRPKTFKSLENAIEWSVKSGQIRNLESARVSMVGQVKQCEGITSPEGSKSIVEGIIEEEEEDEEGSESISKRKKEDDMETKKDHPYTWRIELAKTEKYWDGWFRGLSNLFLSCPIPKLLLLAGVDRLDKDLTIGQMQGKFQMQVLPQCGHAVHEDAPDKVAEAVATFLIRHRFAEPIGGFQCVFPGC
Numbers without * were called inactive; x = no result given.

SMILES	VLA-4 inh	GRK2 aptamer HTS	BCLXL inh	MCL1 BIM primary	GLD-1 TGE inh	Efflux pump inh	Fam108B counter	MEX-5 binding	PME-1 inh
Cn1ccnc1SCC(=O)Nc1cccc(S(=O)(=O)N2CCCCCC2)c1	25.8	2.0	1.0	-4.9	2.7	0.0	-1.3	1.5	2.4
COc1ccccc1CC(=O)N1CCN(C(=O)c2ccco2)CC1	12.1	4.0	-1.7	-8.5	0.8	0.1	-4.6	0.4	1.5
Cc1ccccc1N1CCN(C(=O)C2CCC(=O)N(C3CCCC3)C2)CC1 (stereo unspecified)	-1.4	2.0	0.8	-0.5	-0.8	0.0	2.2	1.2	-7.7
CCCC(=O)NNC(=O)Nc1ccccc1	-1.3	1.0	3.2	8.0	6.4	-0.1	-3.5	2.7	-1.1
CCOc1ccc(NS(=O)(=O)c2ccc3c(c2)n(C)c(=O)n3C)cc1	11.4	1.0	-0.4	-1.5	0.9	0.1	2.4	1.5	3.8
O=C(Nc1cccc(NC(=O)c2ccccc2Cl)c1)c1ccc([N+](=O)[O-])o1	-1.6	0.0	4.5	-0.7	6.4	0.3	5.0	-0.5	8.7
Cc1cc(C(=O)CSc2ccc(Cl)cc2)cc(C)c1OC(=S)N(C)C	-10.4	0.0	5.6	3.1	0.3	0.0	-2.9	-1.3	-6.2
COc1ccc(OCc2nnc(SCC(=O)Nc3nnc(C4CC4)s3)n2C)cc1	5.1	0.0	4.3	-5.6	0.5	-0.1	1.5	-1.9	1.8
Cc1cc(C)n2nc(SCn3nnc4ccccc4c3=O)nc2n1	-15.9	0.0	3.7	-4.3	1.4	-0.1	-2.2	0.9	5.0
NS(=O)(=O)c1ccccc1NC(=S)Nc1ccccc1S(N)(=O)=O	-0.7	1.0	3.9	2.0	1.6	0.0	0.4	2.4	-7.7
O=S(=O)(c1ccccc1Cl)N1CCCC1c1nc(-c2ccc(Cl)cc2)no1 (stereo unspecified)	-12.1	0.0	2.3	3.4	1.0	-0.2	5.5	1.5	-13.4
Cc1c(C2(O)CCCCC2)[nH]c2ncccc12	13.8	0.0	3.1	1.4	-2.2	-0.1	x	x	-4.1
CCOC(=O)c1c(NC(=O)CC)sc(C(=O)NC2CCCC2)c1C	-17.8	1.0	-2.6	-5.1	-1.4	0.1	2.5	-2.5	-1.1
O=C(CC1CCCC1)Nc1cccc(Br)c1	-7.1	0.0	3.0	4.6	1.9	-0.6	0.1	2.1	3.0
O=S(=O)(c1cccs1)N1CN(Cc2ccc(Cl)cc2)c2nc3ccccc3nc21	-6.5	0.0	5.1	1.3	-0.8	-0.1	-2.2	x	5.3
O=[N+]([O-])c1ccc(CS(=O)(=O)N2CCN(c3ccccc3)CC2)cc1	-8.6	1.0	2.6	-4.0	-2.6	0.0	0.5	0.1	-1.0
CN(N)c1nc(-c2ccccc2)nnc1C(F)(F)F	-3.1	1.0	8.1	-0.8	-3.0	-0.1	-0.4	-0.2	-2.5
O=C(c1ccco1)N1CCN(Cc2cccc3ccccc23)CC1	10.8	0.0	3.2	6.2	7.4	-0.2	-0.3	-3.9	9.3
CC(=O)C[C@H]1c2cc(C(F)(F)F)ccc2S(=O)(=O)N1Cc1ccccc1	18.4	1.0	5.6	8.8	-0.2	0.1	-4.4	-2.2	0.7
C[C@@H](C(=O)NCc1ccccn1)[C@H]1C[C@]1(C)[C@H](NC(=O)OCc1ccccc1)c1ccccc1	x	x	7.0	8.5	5.5	x	-5.1	2.4	6.9
O=C(COC(=O)c1n[nH]c2ccccc12)c1ccc(F)c(F)c1	8.8	2.0	-3.4	-2.9	6.3	0.0	-5.0	1.5	-1.8
CCOC(=O)c1oc2cccc(O)c2c1CN1CCOCC1	13.9	0.0	3.9	0.8	-6.1	0.4	3.5	-0.3	-11.8
Cn1c(=O)n(C/C=C/c2ccccc2)c(=O)c2c1nc1n2CCCN1c1ccc(F)cc1	7.7	0.0	2.2	-4.4	3.8	0.1	2.4	3.0	1.7
O=c1[nH]c(C(Cl)Cl)nc2sc3c(c12)CCN(Cc1ccccc1)C3	-18.3	0.0	77.8*	101.8*	23.2	0.1	4.2	-9.4	-0.5
Cc1nnc(NC2(C(F)(F)F)C(=O)Nc3c2c(=O)n(C)c(=O)n3C)s1 (stereo unspecified)	7.9	1.0	3.2	-1.9	2.4	-0.2	5.0	0.9	-3.0
(listing goes on)
SMILES	VLA-4 inh	GRK2 aptamer HTS	BCLXL inh	MCL1 BIM primary	GLD-1 TGE inh	Efflux pump inh	Fam108B counter	MEX-5 binding	PME-1 inh
Cc1ccc(OCCNC(=O)CNC(=O)c2ccc(C)c(C)c2)cc1	2.2	7.0	1.5	5.7	-1.0	0.1	3.0	-2.8	-0.1
CCC(C)[C@H](NS(=O)(=O)c1ccc(C)cc1)C(=O)N1CCC(C(=O)N2CCC(C(=O)OC)CC2)CC1 (stereo partly specified)	1.8	4.0	2.3	-0.3	8.0	0.1	-0.8	0.4	1.3
CC(C)[C@@H](N)C(=O)NCC1CCC(C(=O)N[C@@H](Cc2ccccc2)C(=O)O)CC1 (stereo partly specified)	10.7	0.0	2.0	2.1	-0.9	-0.1	-2.2	-0.8	-6.9
Cc1cc(C)c(NC(=O)COc2cccnc2[N+](=O)[O-])c(C)c1	1.4	0.0	1.2	2.4	4.1	-0.1	x	x	1.0
COc1ccc2nc(NC(=O)c3ccc([N+](=O)[O-])o3)sc2c1	4.9	7.0	5.7	16.9	5.3	0.0	7.3	-3.8	-2.8
COC(=O)c1cc(OC)c(OC)cc1NC(=S)Nc1cccc(C(C)=O)c1	31.9	3.0	0.1	-3.9	7.7	1.0	1.9	x	-5.6
COCCN1C=C(C(=O)OC)C(c2ccc(Cl)cc2)C(C(=O)OC)=C1	-9.1	0.0	5.4	1.6	6.4	-0.2	9.3	0.0	-1.6
Cc1ccccc1NC(=O)Cc1nc(COC(=O)c2cc(Br)ccc2O)cs1	1.2	0.0	-3.6	-0.8	-6.1	0.1	x	x	-1.9
COc1ccc(C2C(C#N)=C(C)NC3=C2S(=O)(=O)c2ccccc23)cc1 (stereo unspecified)	-11.2	4.0	4.8	5.1	5.3	-0.1	-4.7	1.2	-2.3
Cn1c(=O)c(C(=O)NCCCc2ccccc2)c(O)c2ccccc21	-0.4	0.0	x	x	x	0.0	x	1.0	x
COc1ccc(Oc2nc(-c3ccccn3)ncc2OC)cc1	4.3	0.0	0.2	2.5	7.0	0.0	8.1	5.7	-2.0
COc1ccc(C(=O)Nc2ccnn2C2CCN(Cc3cnn(C)c3)CC2)cc1	-1.0	0.0	1.7	-0.4	-4.9	0.2	2.6	3.1	3.5
COc1ccc(OC)c(NC(=O)c2oc3ccccc3c2NC(=O)C2CC2)c1	17.7	0.0	-0.3	4.6	1.3	-0.1	-0.8	0.9	5.0
COC(=O)c1sc(NC(=O)COc2ccc(C)cc2)nc1C	1.9	2.0	2.9	-6.0	3.2	-0.1	7.3	-0.1	-6.6
CCn1c(Cc2ccccc2)nnc1SCC(=O)NC1CCCC1	5.9	0.0	1.1	-2.0	2.6	0.0	-2.6	1.0	2.4
CCc1nnc(NC(=O)CSc2nc3ccccc3s2)s1	1.4	1.0	-0.2	5.5	-3.8	0.0	-1.6	-1.2	-5.5
COc1ccc(NS(=O)(=O)c2cccc(C(=O)OCC(=O)Nc3cc(C)on3)c2)cc1	-13.8	0.0	4.4	3.7	2.7	-0.1	3.9	-1.2	-7.4
COc1nc(C)cc(C)c1S(=O)(=O)c1ccccc1C	19.5	1.0	3.6	-7.6	2.8	-0.2	1.5	-0.4	2.9
COc1ccc(N2CCN(C(=O)CSc3ccccc3)CC2)cc1	4.3	0.0	0.3	9.6	0.0	0.1	-2.3	-0.7	1.8
COc1ccc(S(=O)(=O)N2CCN(c3nn(C)c(=O)n(C)c3=O)CC2)cc1	-4.3	4.0	-10.0	-10.9	-2.5	-0.1	x	x	-0.3
CC1(C)OC(=O)C(=NNc2ccc(Cl)cc2)C(=O)O1	14.7	0.0	3.1	2.4	4.0	-0.2	-1.3	-1.5	-8.8
COc1ccc(N2CCN(CC(O)COc3c(OC)cccc3OC)CC2)cc1 (stereo unspecified)	4.9	0.0	7.6	-2.5	-2.0	0.1	1.2	2.4	-7.9
Cc1cccc([C@@H]2[C@@H]3C(=O)N(Cc4ccccc4)C(=O)[C@@H]3[C@]3(CC(C)C)C(=O)N(c4cccc(Cl)c4)C(=O)N23)c1	1.1	0.0	1.4	9.2	6.0	-0.1	-1.9	2.8	-2.2
NS(=O)(=O)c1ccc(-c2ccc(/C=C3\SC(=S)N(C4CCS(=O)(=O)C4)C3=O)o2)cc1 (stereo unspecified)	-1.3	0.0	-39.9	-57.7	-68.2	0.5	-0.6	x	-4.8
Cc1ccc2[nH]c(=O)c(CN(CC3CCCO3)S(=O)(=O)c3cccc4nsnc34)cc2c1 (stereo unspecified)	-0.3	2.0	-3.2	3.3	5.0	0.0	3.2	1.4	0.4
Other structures
SMILES	VLA-4 inh	GRK2 aptamer HTS	BCLXL inh	MCL1 BIM primary	GLD-1 TGE inh	Efflux pump inh	Fam108B counter	MEX-5 binding	PME-1 inh
COc1ccc(OC)c(NC(=O)CSc2nc(N)c(-c3ccccc3)c(=O)[nH]2)c1	7.6	9.0	-2.8	-3.7	3.1	0.1	1.9	-0.5	1.8
CCOC(=O)CSc1nnc(Cc2ccc(OC)cc2)n1-c1ccccc1	12.3	3.0	-1.8	0.3	0.0	0.1	0.2	0.0	4.1
CN(C)CCC(=O)N1c2ccccc2Sc2ccc(C(F)(F)F)cc21	6.5	0.0	3.0	1.5	3.7	-0.3	2.8	-0.4	-1.0
COc1cc2cc(Oc3ccc4ccc(=O)oc4c3)c(=O)oc2cc1OC(=O)C=C(C)C	29.6	7.0	5.7	10.7	-3.8	0.0	2.2	2.8	1.8
O=C(Nc1nnc(-c2ccccc2Cl)s1)c1ccccc1F	13.2	0.0	x	x	x	-0.1	x	1.5	x
COc1ccc(C[C@](C)(N)C(=O)O)cc1OC	45.6	0.0	2.6	12.7	-0.3	0.0	0.5	x	-2.9
Cc1ccc(C(=O)CCC(=O)Nc2cccc(C(F)(F)F)c2)cc1C	10.0	0.0	-2.2	-3.6	-2.4	0.1	4.0	0.8	-7.2
C=CCn1c(Cc2cccs2)nnc1SCC(=O)Nc1ccc(OC)c(OC)c1	-10.5	2.0	0.3	-4.2	5.0	0.2	9.1	-1.0	-1.8
CC(C)Nc1nc(-c2ccccc2)nnc1-c1ccccc1	-0.3	0.0	-5.7	-12.5	-1.8	0.4	-1.9	-1.4	3.7
COc1ccccc1OCCn1nnc2ccccc21	-14.0	0.0	6.5	13.4	5.4	0.0	0.9	2.0	-0.9
COc1cccc(-c2ncc3ccccc3c2COC(=O)c2ccccc2C(=O)O)c1	1.5	1.0	5.3	6.2	7.2	-0.2	x	x	7.0
CCN(CC)C(=O)COc1ccc(/C(C)=N/NC(=O)c2ccccc2-n2cccc2)cc1	4.3	0.0	3.1	-2.2	4.4	0.0	0.6	1.4	-1.8
C=CCNc1c2c(nc3ncnn13)CC(C)CC2 (stereo unspecified)	22.3	0.0	4.7	5.3	-4.7	0.0	3.0	0.6	-6.8
COCCN(C(=O)CSc1nc2ccc(OC)cc2[nH]1)c1c(N)n(Cc2ccccc2)c(=O)[nH]c1=O	19.6	0.0	-11.8	-3.2	1.0	0.0	5.0	2.6	-2.3
O=C(CCN1C(=O)/C(=C/c2ccccc2)SC1=S)N1CCCCCC1	4.1	3.0	-4.8	0.6	-5.6	0.1	-0.1	-1.0	6.9

Some of the compounds tested (hit frequency here may not be typical).
